Pol beta inh = inhibitors of human DNA polymerase beta | Potency, µM (series often up to 114 µM), without a hit: top-dose activity change, negative = inhibition, usual class: inhibitors | Pol beta primer extension/strand displacement, fluorescence kinetic | P06746 | 340,000 tested, 1.3% active | AID 485314; further: on the % scale 0 is the no-effect control and ±100 the full control effect
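10 nM enzyme + cpd, 15 min RT; start with substrate 50 nM final; read 0 min and after 10 min RT. Corrected, normalized data; 4-parameter Hill curve fit.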
BAZ2B inh = blocks human BAZ2B | AlphaScreen BAZ2B-H3K14Ac peptide displacement | Potency, µM (top dose mostly 114 µM), inactives show top-dose activity change, negative = inhibition, usual class: inhibitors | 360,000 tested, 4.4% active | AID 504333; further: on the % scale 0 is the no-effect control and ±100 the full control effect; nearly all actives have a fitted effect of over 60% in size
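Complex of BAZ2B and biotin-H3K14Ac (50 nM apiece) forms over 30 min at RT, then faces library compounds up to 110 uM for another 30 min; AlphaScreen beads added, 20 min dark incubation, luminescence read.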
POLK inh = blocks human DNA polymerase kappa activity | 400,000 tested, 0.53% active | AID 588579 | Potency, µM (top dose mostly 107 µM), for inactives: at the top dose activity, negative = inhibition, actives largely listed as inhibitors | purified Pol kappa, fluorescent DNA synthesis assay, 10 min; further: on the % scale 0 is the no-effect control and ±100 the full control effect
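Kinetic fluorescence readout at 0 and 10 min followed reaction start with substrate at 50 nM final. Beforehand, enzyme (10 nM Pol kappa) stood 15 min with compound at room temperature; buffer-only wells were negative controls.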
JMJD2A Tudor inh = inhibitors of human JMJD2A Tudor domain. AlphaScreen JMJD2A-Tudor / H3K4me3 peptide binding. 390,000 tested, 4.4% active. AID 504339. Potency, µM (titrated, usually from 114 µM), inactives show top-dose activity change, negative = inhibition, hits mostly inhibitors; further: on the % scale 0 is the no-effect control and ±100 the full control effect; nearly all actives have a fitted effect of over 50% in size
APE1 inh = blocks human APE1 abasic DNA cleavage | Potency, µM (series often up to 65.8 µM), inactives show at the highest dose activity change, negative = inhibition, usual class: inhibitors | 350,000 tested, 0.35% active | recombinant APE1, TAMRA/BHQ-2 abasic DNA cleavage fluorescence;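 further: plate controls were vehicle for no effect and reference inhibitor for full effect; nearly all actives have a fitted effect of over 55% in size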
Target sequence (P27695 whole entry, looked up): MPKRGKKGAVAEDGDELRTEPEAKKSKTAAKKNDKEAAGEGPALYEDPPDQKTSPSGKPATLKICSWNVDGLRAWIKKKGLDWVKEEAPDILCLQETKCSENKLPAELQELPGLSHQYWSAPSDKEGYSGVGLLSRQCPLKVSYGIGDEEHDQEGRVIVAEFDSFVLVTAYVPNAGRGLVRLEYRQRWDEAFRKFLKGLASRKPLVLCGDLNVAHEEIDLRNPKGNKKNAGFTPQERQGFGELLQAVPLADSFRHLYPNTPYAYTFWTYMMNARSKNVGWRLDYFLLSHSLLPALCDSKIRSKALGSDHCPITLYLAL
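Endonuclease cleavage of a quenched abasic-site DNA duplex (50 nM) by APE1 (0.75 nM) was tracked by TAMRA dequenching. Compounds were preincubated with enzyme 15 min at room temperature; data normalized to buffer-only and DMSO wells plus NSC13755 control.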
G9a inh = G9a (human) methyltransferase inhibition; G9a H3K9 monomethylation, AlphaScreen, 2 h; Potency, µM (series often up to 102 µM), for inactives: top-dose activity, negative = inhibition, actives largely listed as inhibitors; 350,000 tested, 8.8% active; AID 504332; further: on the % scale 0 is the no-effect control and ±100 the full control effect; nearly all actives have a fitted effect of over 75% in size
Target sequence (Q96KQ7 913-1193 limits assumed): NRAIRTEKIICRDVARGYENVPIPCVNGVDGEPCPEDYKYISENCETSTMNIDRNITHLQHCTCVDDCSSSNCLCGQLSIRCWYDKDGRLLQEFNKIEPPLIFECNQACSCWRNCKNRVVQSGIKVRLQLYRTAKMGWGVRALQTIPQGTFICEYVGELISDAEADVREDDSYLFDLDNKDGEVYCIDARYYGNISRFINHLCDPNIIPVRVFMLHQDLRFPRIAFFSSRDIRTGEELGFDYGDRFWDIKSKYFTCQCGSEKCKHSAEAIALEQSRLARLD
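Enzyme 20 nM + cpd, 15 min RT; add b-H3K9 pep 500 nM / SAM 20 uM; 2 h RT; anti-H3K9me1 Ab 0.5 ug/mL + SA donor / anti-rabbit acceptor beads 20 ug/mL each, 10 min; AlphaScreen read.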
BLM inh = inhibitors of human Bloom syndrome helicase BLM | recombinant BLM DNA unwinding, fluorescence dequenching | 350,000 tested, 0.2% active | Potency, µM (series often up to 56.1 µM), for the others: at the top dose activity change, negative = inhibition, usual class: inhibitors;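 further: plate controls were vehicle for no effect and no enzyme for full effect; nearly all actives have a fitted effect of over 35% in size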
POLI inh = DNA polymerase iota (human) inhibition; Pol iota fluorescent replication assay, 10 min; 390,000 tested, 1% active; Potency, µM (doses to about 115 µM), inactives show at the top dose activity, negative = inhibition, hits mostly inhibitors
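Pol iota at 10 nM preincubated 15 min with compounds at room temperature; reaction started with fluorescent substrate, 50 nM final. Fluorescence read kinetically at 0 and 10 min; buffer-only wells as negative control.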
POLH inh = DNA polymerase eta (human) inhibition; Q9Y253; 390,000 tested, 1.2% active; recombinant Pol eta, fluorescent DNA replication assay; Potency, µM (titrated, usually from 114 µM), inactives show at the highest dose activity change, negative = inhibition, actives largely listed as inhibitors; further: on the % scale 0 is the no-effect control and ±100 the full control effect
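Pol eta (10 nM) was preincubated with compounds for 15 min at room temperature, after which fluorescent replication substrate (50 nM final) was added to start the reaction. Fluorescence was read kinetically at 0 and 10 min.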
The depositor's hits bear a star; ? = inconclusive; . = not tested or not shown; & = joins results of further samples; [ ] = remark or other dose. The call rests on the fitted dose curve; in most records, active means well fitted curve in the direction sought with a large enough effect; inconclusive means small, poorly fitted or top-dose-only effect, or another doubt; inactive means no such curve, though single readings can be large; an effect the other way counts as inactive or inconclusive. Potency means the concentration at half of the fitted maximal effect. This is a subset. The share of hits here may be higher or lower than overall.

Sequence of screens: Pol beta inh, BAZ2B inh, POLK inh, JMJD2A Tudor inh, APE1 inh, G9a inh, BLM inh, POLI inh, POLH inh
COc1cccc(NC(=O)N2CCC(NC(=O)C(Cc3ccccc3OC)NC(C)=O)CC2)c1 (stereo not given)
  71%, 3%, 0%, 7%, 2%, 29%, -2%, 66%[activator], -5%
O=c1cc[nH]c2c(C(F)(F)F)cccc12
  -5%, -5%, -19%, -10%, 0%, -6%[59 µM], 0%, 10%, -2%
COc1cc(Cl)c(C)cc1NC(c1ccccc1)c1nnc(-c2ccccc2Cl)o1 (stereo not given)
  -10%, -21%, -10%, -13%, ., -10%[59 µM], -6%, 10%, -18%
CC(=O)OC1(C(F)(F)F)Oc2ccccc2NC1=O (stereo not given)
  79µM*, -1%, -9%, -28%, 2%, 5%[59 µM], 0%, -8%, -4%
Cc1c(C(=O)Nc2cccc(C(F)(F)F)c2)sc2nc3n(c(=O)c12)CCC3
  -1%, 1%, 8%, -5%, ., 9%[59 µM], 1%, 17%, -14%
COc1ccc2c(c1)c1c(c(=O)n(-c3ccc(OC)c(OC)c3)c(=O)n1Cc1ccc(F)cc1)n2C
  1%, -3%, -5%, -9%, ., -3%[59 µM], -6%, 6%, -1%
O=C(CN(Cc1ccco1)C(=O)c1cccc(F)c1)Nc1ccccc1C(F)(F)F
  ., -3%, -9%, -10%, 5%, -7%[12.7 µM], ., 10%, -4%
CCCNC(=O)C1(CC2CC(c3ccccc3)=NO2)CCN(C(=O)CCCCCBr)CC1 (stereo not given)
  ., ., 9%, 3%, ., ., ., 9%, -10%
O=C(N/N=C/c1ccc(O)c([N+](=O)[O-])c1)C1CC1(c1ccccc1)c1ccccc1 (stereo not given)
  -6%, -38%, -18%, ?, 0%, ?, -7%, 51%[activator], 6%
COc1cc(C)c2c(c1C=O)Oc1c(c(C)c(O)c3c1C(O)OC3=O)OC2=O (stereo not given)
  7.9µM*, 79µM*, 22µM*, 79µM*, 13µM*, ?, -2%&-12%&-6%, 45µM*, 16µM*
O=S(=O)(/N=C(\c1ccccc1)N1CCOCC1)c1cccs1
  20%, 7%, -7%, -9%, -2%, 9%[12.7 µM], -1%, 15%, -21%
CC(C)N1CCc2[nH]c(=S)[nH]c(=O)c2C1
  11%, 16%, 6%, ?, 5%, 40µM*, 1%, 20%, -19%
Clc1ccc2nc(-c3ccc(Cl)nc3)[nH]c2c1
  -12%, 0%, -11%, -15%, 11%, 19%[2.33 µM], 5%, 16%, 9%
Cc1csc(NC(=O)CSCC(=O)O)c1-c1nc2ccccc2s1
  -23%, 8%, 1%, -6%, 2%, ., -1%, ?, 89µM*
CSc1ccc(/C=C(/NC(=O)c2ccccc2)C(=O)NCCN2CCOCC2)cc1
  21%, -17%, -24%, 0%, 47%, 15%, -1%, 17%, -6%
COc1cccc(-c2nc(CS(=O)(=O)CC(=O)Nc3c(C)cccc3C)c(C)o2)c1
  0%, -1%, -13%, -11%, -1%, 7%[59 µM], 1%, -6%, -2%
CC(=O)[C@H]1[C@H](C#N)C[C@H]2[C@@H]3CC=C4C[C@@H](O)CC[C@]4(C)[C@H]3CC[C@@]21C
  -3%, 6%, 0%, -14%, -1%&2%&1%, -6%, -11%, 2%&22%, -2%
N#Cc1nc(-c2ccccc2Cl)oc1NCC1CCCO1 (stereo not given)
  9%, -33%, -11%, -25%, -8%, ?, 1%, -15%, -8%
O=c1c2cnn(-c3ccccc3)c2nc(-c2cccs2)n1-c1cccc(Cl)c1
  27%, ?, -8%, -7%, 12%, 25%[59 µM], -6%, ?, -18%
C#CC1(NC(=O)NS(=O)(=O)c2ccc(C)cc2)CCCCC1
  0%, -1%, -9%, -9%, 40%, -6%, -2%, -18%, -2%
CC(=NCCN1CCN(C(=S)Nc2ccccc2)CC1)C1=C(O)CC(C)(C)CC1=O
  28%, -3%, -7%, -11%[57.1 µM], -1%, ., 0%, 14%, -11%
NS(=O)(=O)c1ccc(CCNC(=O)c2cncc(Br)c2)cc1
  35%, 9%, -6%, ?, 11%, 15%[59 µM], 0%, 3%, -4%
Cc1noc(C)c1COc1ccc2ccc(=O)oc2c1
  -2%, -10%, -6%, -4%, 0%, 14%[0.0925 µM], -1%, 109%[activator], 6%
O=c1c2ccccc2sc2ccc(C#CC3(O)CCCCC3)cc12
  ., ., -7%, -11%, ., ., ., ?, 0%
O=C(CN1CCC(C(=O)c2ccc(Cl)cc2)CC1)NC1CCCC1
  1%, -14%, -5%, -8%, 20%, -4%, -6%, 39%[activator], 3%
COc1ccc(C2CC(c3ccc(Cl)cc3)=NN2c2ccc(S(N)(=O)=O)cc2)cc1 (stereo not given)
  ., ., -5%, 53%[activator], -2%, ., ., 44%[activator], -24%
Cc1nn(CC(=O)N2CCN(c3ccccc3)CC2)c(=O)c2ccccc12
  -29%, 2%, 24%, -24%, 20%, 26%, -7%, 16%, -1%
COC(=O)C1CCN(C(=O)COC(=O)CNS(=O)(=O)c2ccc(SC)c([N+](=O)[O-])c2)CC1
  ., -11%, -41%, -30%, 12µM*, 7%[0.501 µM], ., 79µM*, ?
FC(F)(F)c1cc(-c2ccco2)nc(N2CCN(Cc3ccccc3)CC2)n1
  9%, -33%, -7%, -12%, -4%, -17%[12.7 µM], -4%, 11%, -27%
CC(C)c1nnc(NC(=O)CCC(=O)N2CCN(c3ccccc3F)CC2)s1
  4%, -12%, -1%, -19%, 24%, 30%, -1%, 50%, -19%
O=C(O)CSC1=NC(=Nc2ccc(Cl)cc2)C2(CCCCC2)N1c1cccc(C(=O)O)c1
  21%, ?, -7%, 22µM*, 2%, 4.5µM*, 3%, -21%, -12%
CC(C)CN(C(=O)COC(=O)/C=C/c1ccccc1)C1CCS(=O)(=O)C1 (stereo not given)
  ., -1%, -2%, -9%, 10%, -2%[12.7 µM], ., -3%, -12%
Cc1ccc(CN2CCN(Cc3cccn3-c3ccccn3)CC2CCO)cc1 (stereo not given)
  2%, -6%, -12%, -26%, 0%, ?, 2%, -9%, -20%
CC1=C(N2CCN(c3ncccn3)CC2)CCC1=O
  ., ., 4%, -10%, ., ., ., -3%, -20%
Cc1ccc2sc(N3CCN(C(=O)CCS(=O)(=O)c4ccc(F)cc4)CC3)nc2c1C
  4%, -11%, -12%[60.1 µM], -15%, ., 8%[59 µM], 0%, 3%, -8%
Cc1ccccc1-n1ncc2c(SCC(=O)N3c4ccccc4CC3C)ncnc21 (stereo not given)
  17%, -7%, -2%, -11%, -4%, 7%, -6%, -7%, -5%
CCOC(=O)c1ccc(NC(=O)Nc2cccc(OCc3cc(=O)n4ccc(C)cc4n3)c2)cc1
  1%, 13%, -7%[60.1 µM], -18%, ., -5%[59 µM], -9%, 4%, -6%
COC(=O)c1c(C)nc(C)c(C(=O)OC)c1-c1ccc(OC)cc1
  20%, 1%, -5%, -3%, 13%, ., -4%, 14%, 3%
COC(=O)Cc1c(C)c2ccc(OCC(=O)c3ccc(OC)c(OC)c3)cc2oc1=O
  13%, 45%[activator], -3%, -5%, 62%[activator], 37%[activator], -1%, 10%, -14%
CCCCNc1ccc2oc(-c3ccc(OC)cc3)c(-c3ccc(OC)c(F)c3)c2c1
  ., ., 2%, ?, -2%, ., ., -20%, -8%

Reprinted at random: three compounds from above, in no set order.
Sequence of screens: Pol beta inh, BAZ2B inh, POLK inh, JMJD2A Tudor inh, APE1 inh, G9a inh, BLM inh, POLI inh, POLH inh
O=c1c2ccccc2sc2ccc(C#CC3(O)CCCCC3)cc12
  ., ., -7%, -11%, ., ., ., ?, 0%
NS(=O)(=O)c1ccc(CCNC(=O)c2cncc(Br)c2)cc1
  35%, 9%, -6%, ?, 11%, 15%[59 µM], 0%, 3%, -4%
Clc1ccc2nc(-c3ccc(Cl)nc3)[nH]c2c1
  -12%, 0%, -11%, -15%, 11%, 19%[2.33 µM], 5%, 16%, 9%

(continued)
Sequence of screens: Pol beta inh, BAZ2B inh, POLK inh, JMJD2A Tudor inh, APE1 inh, G9a inh, BLM inh, POLI inh, POLH inh
Cn1c(SCC(=O)NC2CCCC2)nnc1-c1ccncc1
  38%, -11%, 10%, -10%, 11%, ., 2%, 26%, -13%
Fc1ccc(COc2ccccc2C(=S)N2CCCC2)cc1
  0%, -7%, -5%, 79µM*, -2%, 1.8µM*, -3%, 198%[activator], -20%
COc1ccc(CNC(=O)Cn2c(=O)ccc3cc(S(=O)(=O)N4CCCC4)ccc32)cc1
  17%, 1%, -4%[60.1 µM], -15%, ., 6%[59 µM], 3%, 5%, 0%
Cc1cc(SCC(=O)Nc2ccccc2)n2ncc(-c3ccccc3)c2n1
  31%, 1%, 5%, -8%, 4%, ., -1%, -12%, -13%
Cc1ccc(CCN2CC(C(=O)NCCc3ccccc3)CC2=O)cc1 (stereo not given)
  -29%, -5%, 2%, 0%, 31%, 4%[59 µM], -2%, 32%[activator], -13%
Cc1cc(C(=O)OCC(=O)N2CCc3ccccc32)ccc1[N+](=O)[O-]
  ., -17%, -1%, 2%, 29%, 18%[12.7 µM], ., 18%, -9%
CCOC(=O)CN(C(=O)CSc1nnc2c(n1)[nH]c1ccccc12)c1ccccc1
  ?, -1%, -3%, -11%, -3%, 2%[59 µM], -7%, 0%, -14%
O=C1NC2(CCOc3ccccc32)C(=O)N1CC(=O)N(Cc1ccccc1)C1CCS(=O)(=O)C1 (stereo not given)
  -5%, -7%, -16%, -8%, -3%, -47%[12.7 µM], -2%, 4%, 8%
O=c1cc(CN2CCN(S(=O)(=O)c3ccc(Cl)cc3)CC2)nc2sc(-c3ccccc3F)nn12
  2%, 4%, -14%[60.1 µM], -13%, ., 14%[59 µM], -2%, -13%, -6%
COC(=O)c1ccccc1NC(=O)CSc1nncn1-c1cccnc1
  38%, -23%, 10%, -11%, 10%, -9%, 1%, 122%[activator], 12%
O=c1c2cc(NC(=S)NCCN3CCCCCC3)ccc2nc2n1CCCCC2
  -21%, -21%, -4%, -32%, -10%, ?, 1%, 118%[activator], 1%
COc1ccccc1NC(=O)c1sc2nc(C)cc(C)c2c1N
  ., ., 2%, -1%, ., ., ., -12%[58.9 µM], -15%
CC(C)Oc1ccc(Nc2ncnc3ccccc23)cc1
  3%, -28%, -5%, -16%, -12%, 4%[59 µM], -2%, 5%, -22%
COc1ccc(C(=O)CCC(C)(C)[N+](=O)[O-])cc1
  0%, 3%, -11%, 3%, -8%, 0%, 0%, 109%[activator], -18%
COc1ccc(N2CCN(CCNC(=O)Nc3cc(Cl)ccc3Cl)CC2)cc1
  2%, 4%, 5%, -13%, 63%[activator], -3%, 2%, 48%[activator], -18%
